Assay outcomes deposited in PubChem BioAssay by Southern Research Specialized Biocontainment Screening Center.
VEEV TC-83 Vero = inhibitors of VEEV TC-83 cytopathic effect, confirmation, Vero cells (AID 588727) | Vero cells, VEEV TC-83 cytopathic effect inhibition; higher % means a stronger effect | one-dose inhibition, % at 20 µM; IC50 in µM for titrated hits | hit rate 0.13% among 350,000; in the data active = a potency from the dose series; inconclusive = inhibition mostly from about 14% at the one dose, without a potency; inactive = the rest, 99 in 100 with inhibition below about 12%; also: strong numbers were not always called active
H37Rv inhibition = M. tuberculosis growth inhibition, HTS (AID 449762); M. tuberculosis H37Rv growth inhibition, 7H9 media; higher % means a stronger effect; inhibition, % at 25 µM; hits with a dose series show IC50 in µM; hit rate 0.59% among 330,000; in the data active = a potency from the dose series; inconclusive = inhibition above about 70% without an active follow-up result;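 also: bacterial growth assessed after seven days of incubation; strong numbers were not always called active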
tuberculosis growth = growth inhibition of non-replicating M. tuberculosis (AID 488890); Mycobacterium tuberculosis non-replicating, growth inhibition; higher % means a stronger effect; one-dose inhibition, % at 25 µM; IC50 in µM for titrated hits; hit rate 0.39% among 320,000; in the data active = a potency from the dose series; inconclusive = inhibition mostly from about 82% at the one dose, without a potency; inactive = the rest, 99 in 100 with inhibition below about 76%;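 also: plate controls were DMSO cells for no effect and high antibiotic wells for full effect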
influenza NS1A = H1N1 influenza NS1A inhibitors, functional cell based assay (AID 504329); NS1A functional cell-based assay, percent inhibition; higher % means a stronger effect; hit rate 0.3% among 340,000; one-dose inhibition, % at 12.5 µM; IC50 in µM for titrated hits; in the data active = a potency from the dose series; inconclusive = inhibition above about 27% without an active follow-up result; also: strong numbers were not always called active
PhoP GFP inhibition = PhoP regulon inhibitors, Salmonella typhi PhoP promoter GFP reporter, confirmatory (AID 1850); Salmonella Typhi PhoP-promoter GFP reporter, fluorescence, 4 h; higher % means a stronger effect; inhibition, % at 50 µM, or IC50 in µM where a hit was titrated; hit rate 0.33% among 310,000; in the data active = a potency from the dose series; inconclusive = inhibition mostly from about 25% at the one dose, without a potency; inactive = the rest, 99 in 100 with inhibition below about 19%;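 also: 0% = induced wells with vehicle and 100% = uninduced wells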
The depositor's hits bear a star.

Start of the data: the first 7 compounds, to show the layout:
Screening O=S(=O)(NCC1OCCc2ccccc21)c1ccccc1 (configuration not stated) returned VEEV TC-83 Vero 1.8%, H37Rv inhibition -11%, tuberculosis growth -6%, influenza NS1A 3% and PhoP GFP inhibition -4%.
COC(=O)CSc1nnc(-c2ccc(NS(=O)(=O)c3ccccc3)cc2)o1 was read as VEEV TC-83 Vero 0.5%, H37Rv inhibition inconclusive, tuberculosis growth inconclusive, influenza NS1A -6% and PhoP GFP inhibition -6%.
Cc1cc(C(=O)NCCCN2CC(C)CC(C)C2)n(-c2ccccc2)n1 (configuration not stated) was read as VEEV TC-83 Vero 0.1%, H37Rv inhibition -6%, influenza NS1A 32% and PhoP GFP inhibition 16%.
For CCCCCC(=O)Nc1cccc2ccccc12 the results were VEEV TC-83 Vero 0.1%, H37Rv inhibition 14µM*, tuberculosis growth 21%, influenza NS1A 6% and PhoP GFP inhibition 5%.
Screening CCc1ccccc1Nc1nc(N)nc(CSCC(=O)Nc2ccc(C)c(C)c2)n1 returned VEEV TC-83 Vero 0.6%, H37Rv inhibition 10%, tuberculosis growth 29%, influenza NS1A -7% and PhoP GFP inhibition -8%.
`COc1cccc(C2CC(c3cccc(OC)c3)n3nc(N)nc3N2)c1` (configuration not stated) gave VEEV TC-83 Vero 0.5%, H37Rv inhibition -4%, tuberculosis growth 16%, influenza NS1A 12% and PhoP GFP inhibition 17%.
OCCC1CN(Cc2cccc3nonc23)CCN1Cc1ccsc1 (configuration not stated) was read as VEEV TC-83 Vero inactive, H37Rv inhibition 3%, tuberculosis growth -14%, influenza NS1A 7% and PhoP GFP inhibition 5%.

This part in full, previewed entries included:
Screening O=S(=O)(NCC1OCCc2ccccc21)c1ccccc1 (configuration not stated) returned VEEV TC-83 Vero 1.8%, H37Rv inhibition -11%, tuberculosis growth -6%, influenza NS1A 3% and PhoP GFP inhibition -4%.
COC(=O)CSc1nnc(-c2ccc(NS(=O)(=O)c3ccccc3)cc2)o1 was read as VEEV TC-83 Vero 0.5%, H37Rv inhibition inconclusive, tuberculosis growth inconclusive, influenza NS1A -6% and PhoP GFP inhibition -6%.
Cc1cc(C(=O)NCCCN2CC(C)CC(C)C2)n(-c2ccccc2)n1 (configuration not stated) was read as VEEV TC-83 Vero 0.1%, H37Rv inhibition -6%, influenza NS1A 32% and PhoP GFP inhibition 16%.
For CCCCCC(=O)Nc1cccc2ccccc12 the results were VEEV TC-83 Vero 0.1%, H37Rv inhibition 14µM*, tuberculosis growth 21%, influenza NS1A 6% and PhoP GFP inhibition 5%.
Screening CCc1ccccc1Nc1nc(N)nc(CSCC(=O)Nc2ccc(C)c(C)c2)n1 returned VEEV TC-83 Vero 0.6%, H37Rv inhibition 10%, tuberculosis growth 29%, influenza NS1A -7% and PhoP GFP inhibition -8%.
`COc1cccc(C2CC(c3cccc(OC)c3)n3nc(N)nc3N2)c1` (configuration not stated) gave VEEV TC-83 Vero 0.5%, H37Rv inhibition -4%, tuberculosis growth 16%, influenza NS1A 12% and PhoP GFP inhibition 17%.
OCCC1CN(Cc2cccc3nonc23)CCN1Cc1ccsc1 (configuration not stated) was read as VEEV TC-83 Vero inactive, H37Rv inhibition 3%, tuberculosis growth -14%, influenza NS1A 7% and PhoP GFP inhibition 5%.
`Cc1ccccc1NC(=O)c1ccccc1-c1ccccc1` gave VEEV TC-83 Vero 0.4%, H37Rv inhibition 5%, tuberculosis growth 40%, influenza NS1A -3% and PhoP GFP inhibition -1%.
Nc1ccccc1SC(C[N+](=O)[O-])c1ccccc1 (configuration not stated) was read as VEEV TC-83 Vero 13%, H37Rv inhibition 10%, tuberculosis growth inconclusive, influenza NS1A 1% and PhoP GFP inhibition 15%.
NS(=O)(=O)c1cccc(NC(=O)c2cncc(Br)c2)c1 was read as VEEV TC-83 Vero 3.2%, H37Rv inhibition 3%, tuberculosis growth 2%, influenza NS1A -8% and PhoP GFP inhibition 22%.
For Cc1ccc(Nc2nnc(SCC(O)=C(C#N)c3nc4ccccc4[nH]3)s2)c(C)c1 the results were VEEV TC-83 Vero 7.2% and influenza NS1A -9%.
For O=C1CCC[C@@H]2[C@H](Cc3ccccc3)[C@@H](O)C[C@@H]3CCN1[C@@H]32 the results were VEEV TC-83 Vero inactive and influenza NS1A -4%.
COCCCNc1nc2ccccc2nc1NS(=O)(=O)c1ccc(OC)cc1 was read as VEEV TC-83 Vero 1.4%, H37Rv inhibition 7%, tuberculosis growth 3%, influenza NS1A -6% and PhoP GFP inhibition -2%.
`COCC(=O)Nc1ccc(N2CCOCC2)c(S(=O)(=O)Nc2ccc(OC)cc2)c1` gave VEEV TC-83 Vero 2.2%, H37Rv inhibition -5%, tuberculosis growth 8% and influenza NS1A -12%.
`Cc1ccc(-c2sc(-c3ccccc3)nc2CC(=O)Nc2ccccc2F)cc1` gave VEEV TC-83 Vero 0.2%, H37Rv inhibition 6%, tuberculosis growth -8%, influenza NS1A 9% and PhoP GFP inhibition -8%.
Screening COc1ccccc1NC(=O)Cn1cnc2c(oc3nc4c(cc32)CCCC4)c1=O returned VEEV TC-83 Vero 3.0%, H37Rv inhibition 10%, tuberculosis growth 54%, influenza NS1A -1% and PhoP GFP inhibition 1%.
COc1cc([C@@H]2[C@H]3CNCC=C3C(C#N)=C(N)C2(C#N)C#N)ccc1OC(C)C was read as VEEV TC-83 Vero 5.6%, H37Rv inhibition -15%, tuberculosis growth 58%, influenza NS1A -3% and PhoP GFP inhibition 4%.
`Oc1cc(CNCc2ccccc2)c(O)cc1CNCc1ccccc1` gave VEEV TC-83 Vero inactive and influenza NS1A 3%.
For CCCCc1cc(=O)oc2cc(OC(C)C(=O)NCc3ccccn3)c(Cl)cc12 (configuration not stated) the results were VEEV TC-83 Vero 1.8%, H37Rv inhibition 68%, tuberculosis growth 17%, influenza NS1A -5% and PhoP GFP inhibition -5%.
Screening CCN(CC)S(=O)(=O)c1ccc(N2CCCC2)c(NS(=O)(=O)c2ccc([N+](=O)[O-])cc2)c1 returned VEEV TC-83 Vero 1.1%, H37Rv inhibition 2%, tuberculosis growth -13%, influenza NS1A 2% and PhoP GFP inhibition -3%.
For CNC(=O)CN(c1cccc2ccccc12)S(C)(=O)=O the results were VEEV TC-83 Vero 0.2%, H37Rv inhibition -2%, tuberculosis growth -24%, influenza NS1A 2% and PhoP GFP inhibition 6%.
`COc1cccc(NC(=O)Cc2csc(NC(=O)Nc3ccccc3OC)n2)c1` gave VEEV TC-83 Vero 10%, H37Rv inhibition 31%, tuberculosis growth 13%, influenza NS1A -12% and PhoP GFP inhibition -2%.
`FC(F)(F)c1ccccc1CN1CCCC(N2CCN(c3ccccc3)CC2)C1` (configuration not stated) gave VEEV TC-83 Vero 0.9%, H37Rv inhibition 2%, tuberculosis growth 1%, influenza NS1A 26% and PhoP GFP inhibition 0%.
Screening Cc1ccc(/C=N/NC(=O)c2nnn(-c3nonc3N)c2CSc2ccccc2)cc1 returned VEEV TC-83 Vero 1.8%, H37Rv inhibition -5%, tuberculosis growth -5%, influenza NS1A 7% and PhoP GFP inhibition -1%.
Screening COCC(=O)Nc1ccc(C(=O)Nc2ccccc2Cl)cc1 returned H37Rv inhibition 2%, tuberculosis growth -8% and PhoP GFP inhibition 7%.
`O=C(Cn1ccc(C(F)(F)F)n1)Nc1cccc(S(=O)(=O)N2CCCCC2)c1` gave VEEV TC-83 Vero 1.4%, H37Rv inhibition 2%, tuberculosis growth 7%, influenza NS1A -1% and PhoP GFP inhibition -4%.
CCc1ccccc1-n1c(SCC(=O)c2c(N)n(C3CC3)c(=O)[nH]c2=O)nnc1N1CCOCC1 was read as VEEV TC-83 Vero 1.6%, H37Rv inhibition -11%, tuberculosis growth 0% and influenza NS1A -13%.
Screening C[C@]12C[C@H](O)[C@H]3[C@@H](CCC4=CC(=O)CC[C@@]43C)[C@@H]1CC[C@@H]2C(=O)CO returned VEEV TC-83 Vero 1.0%, H37Rv inhibition -6%, tuberculosis growth -10%, influenza NS1A 4% and PhoP GFP inhibition -9%.
`CCOc1ccc2nnc(-c3ccc(Br)cc3)n2n1` gave VEEV TC-83 Vero 3.0%, H37Rv inhibition -6%, tuberculosis growth 14%, influenza NS1A 3% and PhoP GFP inhibition 8%.
`COc1ccc(-n2nc(C(=O)NCC(=O)NC3CCCCC3)c3ccccc3c2=O)cc1` gave VEEV TC-83 Vero 3.1%, H37Rv inhibition 2%, tuberculosis growth 8%, influenza NS1A 3% and PhoP GFP inhibition 3%.

Fetched by compound from the entries so far, 2 records:
For CNC(=O)CN(c1cccc2ccccc12)S(C)(=O)=O the results were VEEV TC-83 Vero 0.2%, H37Rv inhibition -2%, tuberculosis growth -24%, influenza NS1A 2% and PhoP GFP inhibition 6%.
`Oc1cc(CNCc2ccccc2)c(O)cc1CNCc1ccccc1` gave VEEV TC-83 Vero inactive and influenza NS1A 3%.

Remaining list, next part
For CC1=CS(=O)(=O)CC1Sc1nc(C)n[nH]1 (configuration not stated) the results were VEEV TC-83 Vero 0.7%, H37Rv inhibition 8%, influenza NS1A 5% and PhoP GFP inhibition -1%.
`Cc1c(N)cc2c(c1N)C(C)(C)CC2(C)C` gave VEEV TC-83 Vero 3.2% and influenza NS1A 5%.
CC(=O)Nc1ccc(NC(=O)C(C)n2nc([N+](=O)[O-])c(Br)c2C)cc1 (configuration not stated) was read as VEEV TC-83 Vero 0.6%, H37Rv inhibition -2%, tuberculosis growth 8%, influenza NS1A 1% and PhoP GFP inhibition 3%.
CCC(Sc1nc(-c2ccccc2)c(-c2ccccc2)[nH]1)C(=O)O (configuration not stated) was read as VEEV TC-83 Vero 1.2%, H37Rv inhibition 1%, tuberculosis growth -8%, influenza NS1A 0% and PhoP GFP inhibition 4%.
For CCCS(=O)(=O)C/C(N)=N/OC(=O)c1ccccc1Cl the results were VEEV TC-83 Vero 7.6%, H37Rv inhibition -6%, tuberculosis growth -2% and PhoP GFP inhibition 5%.
`Cc1cc(NC(=O)c2cccs2)ncc1NC(=O)C(C)C` gave VEEV TC-83 Vero inactive, H37Rv inhibition -25%, tuberculosis growth -16%, influenza NS1A 18% and PhoP GFP inhibition -1%.
For COc1ccc2c3c1OC1C(=O)CC[C@@]4(O)[C@@H](C2)N(CC2CC2)CC[C@]314 (some centres not stated) the results were VEEV TC-83 Vero 1.5%, H37Rv inhibition -3%, tuberculosis growth -9% and influenza NS1A -96%.
For CN1CCC[C@H]1CCNC(=O)c1c(-c2ccsc2)sc2ccccc12 the results were VEEV TC-83 Vero inactive, H37Rv inhibition 5%, tuberculosis growth 38% and influenza NS1A 4%.
Cc1ccc(OCC(=O)N(C)CC(=O)Nc2cccc(F)c2)cc1 was read as VEEV TC-83 Vero 1.8%, H37Rv inhibition -14%, tuberculosis growth 33%, influenza NS1A -4% and PhoP GFP inhibition 0%.
For C/C(=N\NC(=S)NCc1ccccc1)c1ccc(Cl)cc1 the results were VEEV TC-83 Vero 2.8%, H37Rv inhibition -5%, tuberculosis growth inconclusive, influenza NS1A -8% and PhoP GFP inhibition -4%.
Screening Cc1cc(C)c(NC(=O)c2oc3ccccc3c2COc2ccccc2)c(C)c1 returned VEEV TC-83 Vero 3.2%, H37Rv inhibition -7%, tuberculosis growth 18%, influenza NS1A -8% and PhoP GFP inhibition 3%.
Screening O=C(NC1CCCc2c1cnn2-c1ccc(F)cc1F)c1ccccn1 (configuration not stated) returned VEEV TC-83 Vero inactive, H37Rv inhibition -1%, tuberculosis growth 1%, influenza NS1A -6% and PhoP GFP inhibition -4%.
Cc1occc1C(=O)Nc1ccccc1NC(=O)c1ccoc1C was read as VEEV TC-83 Vero 0.3%, H37Rv inhibition 2%, tuberculosis growth -9%, influenza NS1A -12% and PhoP GFP inhibition -9%.
For COc1cc(/C=C2\CCC/C(=C\c3ccc(O)c(OC)c3)C2=O)ccc1O the results were VEEV TC-83 Vero 12%, H37Rv inhibition 20%, tuberculosis growth 15%, influenza NS1A >100µM* and PhoP GFP inhibition -10%.
For CCc1ccc(NP(=O)(Oc2ccccc2F)Oc2ccccc2F)cc1 the results were VEEV TC-83 Vero 1.4%, H37Rv inhibition 0%, tuberculosis growth 17%, influenza NS1A 1% and PhoP GFP inhibition -6%.
Screening CC(C)OCCCNC(=O)Cn1ccc2cc(S(=O)(=O)N3CCCCCC3)ccc21 returned VEEV TC-83 Vero inactive, H37Rv inhibition 5%, tuberculosis growth 17%, influenza NS1A 10% and PhoP GFP inhibition 12%.
Screening O=C(c1ccc(CNS(=O)(=O)c2ccccc2)cc1)N1CCC2(CC1)OCCO2 returned VEEV TC-83 Vero inactive, H37Rv inhibition -1%, tuberculosis growth 0%, influenza NS1A 3% and PhoP GFP inhibition -14%.
`Cc1nn(-c2ccccc2)c(N2CCCC2)c1/C=N/NC(=O)c1cc(-c2ccccc2)nc2ccccc12` gave VEEV TC-83 Vero 9.0%, H37Rv inhibition 32%, tuberculosis growth 69%, influenza NS1A 2% and PhoP GFP inhibition -12%.
